HGIII-sPLA2 inh = Inhibits HGIII-sPLA2 liposome hydrolysis, primary screen; Q9NZ20; QFRET BODIPY PC-A2 liposome hydrolysis, fluorescence; inhibition, % at 12.2 µM; actives 0.56% (n = 370,000);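 active = inhibition above mean plus 3 SD of compounds lying within the high and low control bounds, cut at about 19% in these data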;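 note: 0% = median of test compound wells and 100% = no enzyme DMSO wells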
Target sequence (Q9NZ20 whole entry, looked up): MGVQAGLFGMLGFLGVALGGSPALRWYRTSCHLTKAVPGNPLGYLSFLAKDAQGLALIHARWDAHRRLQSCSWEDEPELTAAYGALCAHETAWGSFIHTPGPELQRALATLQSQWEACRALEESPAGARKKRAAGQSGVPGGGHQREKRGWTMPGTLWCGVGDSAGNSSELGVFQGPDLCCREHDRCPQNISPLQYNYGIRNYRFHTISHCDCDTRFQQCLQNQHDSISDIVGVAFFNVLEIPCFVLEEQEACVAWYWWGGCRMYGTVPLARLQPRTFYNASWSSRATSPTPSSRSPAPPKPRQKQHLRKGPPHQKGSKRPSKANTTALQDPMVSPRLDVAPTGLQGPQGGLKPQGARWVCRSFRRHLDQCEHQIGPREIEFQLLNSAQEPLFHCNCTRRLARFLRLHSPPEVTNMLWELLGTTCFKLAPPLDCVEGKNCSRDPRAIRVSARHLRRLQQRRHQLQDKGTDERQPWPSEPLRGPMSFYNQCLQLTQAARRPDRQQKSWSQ
ADAM17 inh = inhibits human ADAM17. recombinant ADAM17, EDANS/DABCYL FRET peptide cleavage. inhibition, % at 6.95 µM. actives 0.83% (n = 370,000). AID 720648;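 active = inhibition above the mean of compounds lying between control limits plus 3 SD, set per campaign, cut at about 8.5% in these data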;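 note: 0% = DMSO-only wells as the low control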
PLC-gamma1 inh = inhibitors of human phospholipase C gamma1; purified PLC-gamma1, fluorogenic substrate, fluorescence; P19174; actives 0.84% (n = 370,000); inhibition, % at 12.2 µM; in the data active = inhibition above about 9.5%
hcDAF-12 act = activators of H. contortus DAF-12 nuclear receptor | AID 652067 | actives 1.4% (n = 370,000) | HEK293 hcDAF-12 lit1-tk-luc reporter, luminescence; 0% DMSO, 100% Δ7-dafachronic acid | activation, % at 6.8 µM;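 active = activation above the mean of all tested compounds plus 3 SD, cut at about 5.5% in these data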;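 note: 100% = response to 3 µM Δ7-dafachronic acid high control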
PLC-beta3 inh = inhibitors of human phospholipase C beta3; Purified PLC-beta3, fluorogenic substrate, fluorescence; inhibition, % at 12.2 µM; Q01970; actives 0.18% (n = 370,000); in the data active = inhibition above about 11%;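 note: 0% = median of compound wells on plate and 100% = full blocker control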
GAA850 FXN act = increases GAA850 frataxin promoter reporter activity. HEK293 lucGAA850 FXN promoter luciferase reporter, 24 h; percent of 10 µM SAHA response. activation, % at 6 µM. actives 0.56% (n = 360,000). AID 540364;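 active = activation above the average of all compounds screened plus 3 SD, cutoff fixed separately per campaign, cut at about 7.5% in these data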;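 note: 0% = DMSO wells and 100% = 10 µM SAHA wells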
ADAM10 inh = inhibitors of human ADAM10 | inhibition, % at 7 µM | O14672 | actives 0.62% (n = 370,000) | recombinant ADAM10, EDANS/DABCYL FRET peptide cleavage, 3 h;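 active = inhibition above a per-campaign cutoff equal to the mean of compounds falling between control-based bounds plus 3 SD, cut at about 20% in these data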;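 note: 0% = DMSO wells while the 100% control is not disclosed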
Target sequence (O14672 214-748 limits assumed): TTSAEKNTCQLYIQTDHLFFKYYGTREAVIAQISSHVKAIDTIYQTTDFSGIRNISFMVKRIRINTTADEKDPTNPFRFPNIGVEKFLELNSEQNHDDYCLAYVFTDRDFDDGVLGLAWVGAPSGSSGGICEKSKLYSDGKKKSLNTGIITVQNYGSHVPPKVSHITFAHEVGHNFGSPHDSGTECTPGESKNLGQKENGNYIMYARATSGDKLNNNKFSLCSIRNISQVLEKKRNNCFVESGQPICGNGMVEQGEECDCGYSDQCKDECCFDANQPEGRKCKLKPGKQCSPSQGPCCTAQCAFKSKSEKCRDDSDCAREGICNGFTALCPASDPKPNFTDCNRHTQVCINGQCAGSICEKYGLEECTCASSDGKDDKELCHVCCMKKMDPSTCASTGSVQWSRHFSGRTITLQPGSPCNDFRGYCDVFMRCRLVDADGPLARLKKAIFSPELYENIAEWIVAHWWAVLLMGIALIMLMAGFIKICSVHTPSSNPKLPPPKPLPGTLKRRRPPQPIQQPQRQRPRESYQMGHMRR
DAX1 inh-1 = inhibitors of human orphan nuclear receptor DAX1 (NR0B1); P51843; HEK293 Gal4-DAX1 luciferase reporter, luminescence; inhibition, % at 6.75 µM; actives 0.99% (n = 340,000); AID 504766;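 active = inhibition above the mean over all tested compounds plus 3 SD, cut at about 4.2% in these data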;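 note: 0% = DAX1-transfected cells with DMSO and 100% = empty-vector control cells with DMSO; inhibition shows as a rise in luminescence from relieved DAX1 repression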
hgDAF-12 ag = activates the H. glycines DAF-12 receptor ligand-binding domain; HEK293 GAL4-hgDAF12 UAS-luciferase reporter, agonist luminescence; normalized to butyrate control; actives 1.8% (n = 370,000); activation, % at 6.8 µM; AID 687014;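 active = activation above a cutoff set at the mean of all screened compounds plus 3 SD, cut at about 10% in these data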;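 note: 0% = DMSO wells and 100% = sodium butyrate wells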
DAX1 inh-2 = DAX1 (NR0B1) inhibition, primary screen; AID 652010; actives 1.1% (n = 370,000); HEK293T StAR-luciferase reporter, SF-1/DAX-1 repression relief; inhibition, % at 6.8 µM;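 active = inhibition above the mean over all tested compounds plus 3 SD, cut at about 3.6% in these data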;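 note: 0% = DAX-1 cells with DMSO and 100% = cells lacking DAX-1 with DMSO; higher inhibition means more luminescence from relief of DAX-1 repression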
ssDAF-12 act = activators of S. stercoralis DAF-12 nuclear receptor; HEK293 ssDAF-12/GRIP1 lit1-tk-luc reporter, luminescence; % of 3 µM dafachronic acid response; activation, % at 6.8 µM; actives 1% (n = 370,000); AID 652126;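 active = activation above the mean over all tested compounds plus 3 SD, cut at about 0.9% in these data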;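 note: 0% = DMSO-only wells and 100% = 3 µM delta7-dafachronic acid wells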
* = called active by the depositor; i = inactive; · = no result given.

SMILES	HGIII-sPLA2 inh	ADAM17 inh	PLC-gamma1 inh	hcDAF-12 act	PLC-beta3 inh	GAA850 FXN act	ADAM10 inh	DAX1 inh-1	hgDAF-12 ag	DAX1 inh-2	ssDAF-12 act
CCC(=O)Nc1cccc(C2=NN(c3ccccc3)C(c3ccc(OC)cc3)C2)c1 (centres undefined)	-5	-106	-364	-0.3	i	0.2	-162	2.3	-2.7	-0.1	-1.2
CCOC(=O)CN1C(=O)C(CC)Oc2ccccc21 (centres undefined)	8	1	4	0.9	1	-2.3	18	0.5	-1.2	0.6	-1.4
CC1(C)CC(=O)C2=C(C1)OC(N)=C(C#N)C2c1ccoc1 (centres undefined)	6	0	-2	-0.9	-2	-3.3	0	1.8	1.4	-0.4	-1.5
CC(=O)c1ccc(NC(=O)COC(=O)CCN2C(=O)c3cccc([N+](=O)[O-])c3C2=O)cc1	0	-1	1	-1.2	-1	-0.1	0	0.0	-1.4	0.8	-1.1
C=CCNc1cnn(-c2ccc(C)cc2)c(=O)c1Cl	-3	-4	0	3.1	0	2.1	-6	3.0	13*	2.6	0.6
CCCN(CCO)Cc1ccc(Br)cc1	0	-4	2	-2.0	2	-3.3	4	-0.1	-0.7	1.6	-0.6
CCOC(=O)N1CCC(N2CCN(S(=O)(=O)c3ccc(OC)cc3)CC2)CC1	3	-7	4	-0.4	-7	-2.2	-1	-0.4	-2.3	-0.2	-1.9
CC1(C)Cc2c(sc(NC(=O)Nc3ccccc3)c2C(N)=O)CO1	-2	2	2	3.0	-5	5.1	3	5.1*	11*	1.4	-0.2
COc1ccc(NC(=O)C2=CC(c3ccco3)=NS(=O)(=O)N2C)cc1OC	-3	2	1	-0.9	7	0.1	-10	1.1	0.8	-0.8	-0.9
Cc1ccc(Cl)cc1N1CCN(C(=O)Cc2c(C(=O)O)[nH]c3ccc(Cl)cc23)CC1	-49	-1	-6	1.3	-8	0.6	0	-0.2	-2.3	0.5	-0.4
O=C(NCCCN1CCCC1=O)Nc1ccc(Br)cc1Cl	3	-5	0	0.0	-8	4.6	-6	-0.2	3.9	0.6	-0.9
CCn1c(=S)[nH]c2sc3c(c2c1=O)CCCCC3	12	1	-1	-0.3	2	1.3	2	-0.5	-3.9	-0.2	-1.6
COC(=O)c1cccc(NC(=O)NC(=O)c2ccc(Cl)cc2)c1	-1	-2	-1	-0.9	-4	0.2	-5	·	1.5	-0.6	-0.6
COC(=O)c1ccc(C2NCCc3cc(OC)c(OC)cc32)cc1 (centres undefined)	1	-3	-5	-0.9	-4	2.0	-3	-0.7	0.9	0.1	-1.4
Cc1cccc(C(C)C)c1NC(=O)COC(=O)CCN1C(=O)C2CC=CCC2C1=O (centres undefined)	2	4	-1	0.1	-6	-1.4	0	2.0	0.4	0.1	-0.8
CC1(C(=O)NS(=O)(=O)C2CC2)CCN(C(=O)c2cc3ccccc3s2)C1 (centres undefined)	2	-5	6	-0.1	-2	0.2	-19	·	-0.9	-0.9	-0.8
O=C(Nc1cccc(S(=O)(=O)NC2=NCCC2)c1)C1CCCCC1	2	-3	3	0.9	-4	-1.5	-1	-0.5	-0.6	-0.4	-1.7
NC(=S)Nc1cccc(-c2n[nH]c(=S)o2)c1	5	-4	-9	-0.8	-19	0.5	-17	1.2	0.1	0.1	-2.0
Cc1cccc(C)c1-n1c(C)cc(/C=C2\C(=O)NN(c3ccccc3)C2=O)c1C	6	-5	3	-0.6	0	5.5	-3	0.5	-0.7	0.0	-1.4
Cn1c(NCc2ccccc2F)nc2cc(-c3cccc(Cl)c3)sc2c1=O	1	-5	-1	-0.3	-1	0.6	-10	·	0.4	1.2	-0.6
C/C(=N\OCc1ccc(C#N)cc1)c1ccc(S(=O)(=O)N(C)C)cc1	-4	-2	1	1.3	-4	3.1	8	0.5	1.8	-0.5	-0.5
CC1(C2(O)CCCCC2)NCCc2ccccc21 (centres undefined)	8	-1	-1	-0.1	-5	1.1	-2	-0.1	2.9	0.9	-1.0
COc1cccc(NC(=O)CSc2nnc(-c3ccoc3C)n2C)c1	-2	2	4	-1.5	-6	-0.8	2	-0.8	-0.1	-0.1	-0.9
Cc1ccc(NC(=O)OCc2ccccc2S(C)=O)cc1 (centres undefined)	9	-7	4	-1.2	-7	2.9	-8	-0.6	1.1	0.6	-0.3
CCN(CC)CCCOc1ccc(C)cc1Br	5	0	0	1.6	3	-0.1	3	0.6	1.7	-0.1	-0.9
CC(C)C[C@H](NC(=O)N1CC(=O)Nc2ccccc21)C(=O)N[C@H](Cc1c[nH]c2ccccc12)C(=O)O	-71	-5	-1	3.8	-3	1.8	-12	3.2	0.9	1.2	-0.3
O=C(Nc1nnc([C@@H]2C[C@H](O)[C@@H](CO)O2)s1)Nc1ccc(F)cc1F	-4	10*	5	0.9	3	0.5	5	·	6.0	2.4	-0.7
N#CCSCC(=O)Nc1ccc(F)cc1	1	0	0	-0.6	3	0.4	4	-1.7	0.7	1.1	-0.1
S=C(NCCC1=CCCCC1)Nc1ccccc1	4	1	4	-1.3	1	4.7	1	1.5	4.6	-0.1	-1.3
COCCNC(=O)c1ccc(CN2CCOCC2)cc1	2	-1	0	-0.7	1	2.1	4	2.5	0.0	0.3	-0.5
O=c1[nH]c(CSc2nc3ccccc3s2)nc2ccccc12	-36	-6	-4	1.4	-9	0.7	-1	2.4	6.5	0.9	-1.2
Cc1cc(C)n2nc(C(=O)OCC(=O)N(C)CC(=O)Nc3ccc(F)cc3)nc2n1	1	-5	-1	-0.3	-2	0.0	0	1.2	0.8	0.5	-1.5
Oc1ccc(C[C@H]2CNC(=S)N2C[C@H]2CCCN2C[C@H](Cc2ccccc2)N2C[C@H](Cc3ccccc3)N(CC3CCCCC3)C2=S)cc1	1	-1	3	-0.9	4	·	1	·	4.2	0.4	-1.0
CC1(C)C([N+](=O)[O-])C(c2ccccc2O)NC(c2ccccc2O)C1[N+](=O)[O-] (centres undefined)	-31	9.3*	4	-0.8	-2	-2.0	5	1.8	-4.0	0.0	-0.6
COc1ccc(CCNC(=O)CSc2nnc(Cc3cccn3C)n2C)cc1OC	10	-4	-2	-0.8	-6	3.4	-16	-1.2	0.6	-0.5	-1.7
CCc1noc(C)c1C(=O)Nc1nc(-c2ccc(OC)c(OC)c2)cs1	1	-6	-9	-2.3	-19	-1.0	-1	-2.8	-6.2	-4.5	-1.6
COc1cc(C(=O)O/N=C2/C=C(C)C(=O)C=C2C)cc(OC)c1OC	-3	-1	-2	0.3	0	0.5	2	-0.5	-2.4	0.5	-1.5
Cc1cc(NC(=O)c2cnn3cccnc23)nn1CC(=O)Nc1cccnc1	3	-1	1	0.3	3	1.4	3	-0.5	1.4	0.1	-1.1
Cc1cc2c(OCC(O)CNCc3ccco3)cccc2[nH]1 (centres undefined)	-2	-2	-30	1.5	-38	-0.4	-4	-0.9	-0.6	-0.1	-0.3
COc1ccc(OC)c(S(=O)(=O)N2CCN(c3ccccc3OC)CC2)c1	4	1	-3	-2.2	-7	0.9	-10	0.4	-2.0	0.0	-1.1
N#C/C(=C/c1ccc(CNC(=O)C(=O)Nc2cc(Cl)cc(Cl)c2)o1)C(=O)NCc1cccnc1	4	0	2	-1.8	3	2.9	0	-0.2	3.9	0.5	-1.4
CN=C(C)/C(C(=O)OC)=C(/O)c1ccc(Cl)cc1Cl	-9	0	4	0.0	-4	-0.7	-1	0.6	0.5	1.2	-1.1
Cc1ccc([C@H]2C[C@H](n3cc(-c4ccc(F)cc4)nn3)[C@@H](O)CN2CC2CCCCC2)cc1	7	-5	-2	-0.1	-1	0.1	-16	2.0	1.0	0.7	-0.7
COc1cc(CO)ccc1Oc1nnnn1-c1ccc(C(N)=O)cc1	9	4	6	0.6	8	1.3	14	0.1	-0.5	-0.7	-0.6
COc1ccccc1-c1ccc(=O)n(CC(=O)NCc2ccc3c(c2)OCO3)n1	-4	-4	-5	-1.1	-5	-0.4	-2	-0.7	0.0	-0.6	-1.3
Cc1ccc(NC(=O)CCNC(=O)N2CC(=O)Nc3ccccc32)cc1Cl	-6	-1	-1	-0.4	-1	1.1	-3	1.8	-1.3	1.2	-0.5
CCOC(=O)c1ccccc1NC(=O)c1c(N)n(C)c(=O)[nH]c1=O	1	-5	-2	-0.8	-3	·	-13	·	2.3	-0.1	-0.8
COc1ccc(CNS(=O)(=O)c2ccc(-n3cccn3)cc2)cc1	-3	-4	0	-2.4	-12	0.2	6	0.3	1.2	-0.6	-1.1
N#C/C(=C\C1=C(N2CCOCC2)C(=C/c2cccc([N+](=O)[O-])c2)/CC1)C(=O)Nc1ccccc1F	-2	-20	2	-1.1	-1	2.7	2	0.7	-3.0	0.1	-1.4
O=C(c1ccco1)N1CCN(CC(=O)N2CCCc3c2c(=O)oc2ccc(O)cc32)CC1	0	-1	-70	1.4	-30	·	-10	·	1.5	-0.3	-0.9
Remaining list, next part
SMILES	HGIII-sPLA2 inh	ADAM17 inh	PLC-gamma1 inh	hcDAF-12 act	PLC-beta3 inh	GAA850 FXN act	ADAM10 inh	DAX1 inh-1	hgDAF-12 ag	DAX1 inh-2	ssDAF-12 act
CCc1cc2ccc(OC)cc2nc1SCC(=O)N1CCN(C(=O)c2ccco2)CC1	-6	-6	1	-1.9	-8	0.1	-2	-1.0	-0.5	0.2	-1.4
COC(=O)[C@@]12C[C@@H](CC(=O)NCCCCc3ccccc3)C(=O)N(Cc3ccccc3)C1=CCC(C)(C)C2	-12	7	0	1.2	-1	·	15	·	-0.1	0.0	-0.3
O=C(NC(=S)N1CCCCCC1)c1ccccc1	7	-1	4	-0.3	1	-0.6	1	1.1	-2.2	-1.6	-1.3
Cc1nn(-c2ccccc2)c2[nH]c(=O)c(CNc3ccc4c(c3)OCCO4)cc12	-3	-4	-322	-5.0	-363	-8.4	-20	-1.7	-5.3	-2.5	-1.9
COc1cccc(N2CC(=O)N(NC(=O)c3sc4nc(C)cc(C)c4c3N)CC2=O)c1	2	-282	i	0.2	i	-0.6	i	2.8	1.2	-0.2	-1.0
CCOC1=C2CN(S(=O)(=O)c3ccccc3)[C@H](c3ccccc3)C[C@H]2n2c(=O)n(-c3ccccc3)c(=O)n2C1	2	-3	0	-1.4	0	·	0	·	1.1	0.8	-0.1
CC(C)Oc1ccc(C(CC(=O)O)NC(=O)C2CCCCC2)cc1 (centres undefined)	2	-4	-1	0.0	-2	-0.3	0	1.0	-1.4	-0.2	-1.2
O=C(N/N=C/c1ccc(O)c(O)c1)c1cccc(S(=O)(=O)N2CCCC2)c1	6	0	1	-0.7	-6	2.0	-8	-0.6	1.4	2.3	-1.1
Cc1ccn(CC(=O)N2CCCC(C(=O)c3cccc4ccccc34)C2)n1 (centres undefined)	-2	-5	-3	-1.8	-8	0.5	-6	-0.7	2.5	0.0	-1.6

Compound activity as filed in PubChem.

Hits appear at their usual frequency (roughly 6.9% active in at least one column).
